Assay outcomes (PubChem BioAssay)
EWS-Fli block: EWS/Fli transcriptional activity inhibition; inhibition, % at 12.6 µM; 0.67% of 350,000 active; A673 NR0B1-luciferase reporter, viability-normalised;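 active means mean inhibition of at least 50% after viability correction, with every replicate also passing that limit; inconclusive means mean reaches 50% but only one of two replicates passes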;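 further: firefly luciferase signal divided by Alamar Blue viability fluorescence both relative to DMSO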
DENV2 CPE rescue: protects cells from dengue virus 2 cytopathic effect; DENV2-infected cells, cytopathic effect rescue, plate reader; CPE inhibition, % at 9.99 µM; 1.7% of 350,000 active; AID 651640; in the data active means CPE inhibition above about 20%, passing the limit was not always enough; inconclusive means no clear call, values can overlap the other calls; tested in BHK-21 cells;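 further: 0% = median of neutral control wells and 100% = median of positive control wells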
XiGFP reactiv: reactivates the inactive X chromosome in mouse fibroblasts. XiGFP mouse fibroblasts, % GFP-positive cells imaging, 3 d; cells co-treated with 5-aza-dC sensitizer; scaled so ellipticine positive control = 100%. 0.055% of 360,000 active. AID 743238. activation, % at 7.58 µM;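 active means mean normalized replicate activation at least 10% and every replicate at or above 10%; inconclusive means only one of the two criteria met; inactive means mean below 10% and not all replicates reach 10%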;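 further: 0% = median of on-plate neutral control wells and 100% = ellipticine 6 µM median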
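Material: XiGFP fibroblasts, SV40-immortalized; Buffer or medium: DMEM containing 5-aza-dC; Compound dosing: single point; Times: 3 days compound exposure.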
INS-1E GSIS act: primary screen for activators of insulin secretion dependent on glucose, INS-1E cells, GLuc reporter luminescence | INS-1E GLuc reporter insulin secretion, 2-3 h | activation, % at 16.6 µM | 0.61% of 370,000 active | AID 743287;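 active means lowest replicate activation of at least 40%, so every replicate reaches that level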;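 further: 0% = median of neutral control wells and 100% = median of IBMX positive control wells; some compounds called inactive have numbers as strong as hits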
PAX8 inh HTS: lowers PAX8-driven luciferase in RMG-I cells; AID 652154; inhibition, % at 12.6 µM; 1.2% of 360,000 active; RMG-I TPO-luciferase reporter, SteadyGlo, 24 h;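 active means mean replicate inhibition at least 60% with every replicate also reaching 60%; inconclusive means only one of the two criteria is met; inactive means mean below 60% and not all replicates reaching 60%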;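 further: luciferase light reporting Pax8 driven TPO promoter activity; plate controls were median of neutral control wells for no effect and mitoxantrone controls for full effect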
ERp5 block: blocks human ERp5 reductase activity on insulin; 0.05% of 350,000 active; inhibition, % at 9.99 µM; ERp5 insulin aggregation, absorbance 650 nm, 90 min;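 active means mean replicate inhibition above about 25%, with every replicate also reaching it, limit read from the data, passing the limit was not always enough; inconclusive means only one of those two criteria met; inactive means neither criterion met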
Target sequence (Q15084 whole entry, looked up): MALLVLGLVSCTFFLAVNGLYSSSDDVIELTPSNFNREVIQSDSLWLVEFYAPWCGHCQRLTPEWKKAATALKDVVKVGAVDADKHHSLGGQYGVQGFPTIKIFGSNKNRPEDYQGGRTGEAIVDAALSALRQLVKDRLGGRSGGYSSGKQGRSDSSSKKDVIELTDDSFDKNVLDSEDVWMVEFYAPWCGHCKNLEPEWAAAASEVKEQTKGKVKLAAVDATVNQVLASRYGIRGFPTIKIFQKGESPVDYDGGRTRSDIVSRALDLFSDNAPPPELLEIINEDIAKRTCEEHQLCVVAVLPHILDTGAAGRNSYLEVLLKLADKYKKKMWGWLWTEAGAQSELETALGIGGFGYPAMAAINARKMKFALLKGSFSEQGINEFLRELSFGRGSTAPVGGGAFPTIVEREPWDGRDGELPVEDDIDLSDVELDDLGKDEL
ARNT TACC3 PPI: disruptors of human ARNT/TACC3 interaction; AlphaScreen His-ARNT PAS-B/GST-TACC3 binding, luminescence; TACC3 fragment carries E629A point mutation; Q9Y6A5; 0.66% of 390,000 active; AID 623870; inhibition, % at 9.99 µM;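 active means mean inhibition of replicates at least 50% and at least half of replicates each reaching 50%; inconclusive means half or more replicates reach 50% but mean below 50%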;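 further: 0% = complete ARNT plus TACC3 wells and 100% = ARNT alone without TACC3; many hits fall short of the cut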
CFTR F508del cor: CFTR F508del correction in bronchial cells. CFBE cells, YFP halide quenching; stimulated with forskolin plus potentiator P3; % fluorescence drop versus neutral controls. 0.36% of 350,000 active. activity (quench increase), % at 7.58 µM;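 active means mean added fluorescence quench of at least 8% versus neutral control, with both replicates also reaching 8%; inconclusive means only one of the mean or replicate conditions met; inactive means mean below 8% and not both replicates reaching 8%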;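 further: cells transiently co-express mutant CFTR-F508del with the halide-sensitive YFP; corrector assay measuring rescue of mutant channel to the surface after 24 h compound exposure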
* marks the source's active call; other numbers are inactive results; ? = inconclusive; · = not tested or not shown.

SMILES	DENV2 CPE rescue	CFTR F508del cor	ERp5 block	EWS-Fli block	XiGFP reactiv	ARNT TACC3 PPI	PAX8 inh HTS	INS-1E GSIS act
COc1ccccc1-c1ccc2c(c1)O[C@H](CN(C)S(=O)(=O)c1ccc(C)cc1)[C@@H](C)CN([C@H](C)CO)S2(=O)=O	4	-4.0	-6	5	0.1	-5	24	7
Nc1nc(=S)c2ncn([C@@H]3O[C@H](CO)[C@@H](O)[C@H]3O)c2[nH]1	-8	-7.9	8	53*	0.0	-1	97*	2
O=C(NN1C(=O)c2ccccc2NC1c1ccco1)c1ccc(Br)cc1 (stereo not drawn)	6	-1.2	3	-27	0.3	-2	-41	3
COC(=O)C[C@H]1CC[C@@H](NC(=O)Nc2ccc3c(c2)OCO3)[C@@H](CO)O1	5	0.7	0	-1	0.1	·	-18	-19
CSc1ccc(CN2CCC(CO)(CCOc3ccccc3)CC2)cc1	0	-1.7	4	9	0.0	1	15	·
Cc1csc(NC(=O)[C@@H]2CCCN2C(=O)c2cccs2)n1	-4	-1.2	1	-8	0.0	-3	11	5
O=C(CCc1c[nH]c2ccccc12)NC(Cc1c[nH]c2ccccc12)C(=O)O (stereo not drawn)	-4	0.5	-2	6	0.2	6	26	10
COc1ccc(N2CCN(C(=O)c3cccc(NS(=O)(=O)c4cccc(F)c4)c3)CC2)cc1	11	-2.6	1	0	0.0	·	3	-20
COc1ccc(NC(=O)N(C)C[C@H]2Oc3c(NS(=O)(=O)c4ccc(Cl)cc4)cccc3C(=O)N([C@@H](C)CO)C[C@H]2C)cc1	?	-3.9	-3	1	-0.1	16	-5	-20
CCCN1C[C@@H](C)[C@@H](OC)CN(C)C(=O)c2cc(NC(=O)CC(F)(F)F)ccc2OC[C@@H]1C	56*	-0.4	-2	-16	0.2	·	10	-4
Cc1ccc(Cn2ncn(-c3ccccc3)c2=O)cc1	6	0.4	4	-22	0.1	-6	-32	21
O=S(=O)(Cc1cc(Cl)nc(-c2ccncc2)n1)c1ccccc1	-5	-5.5	-3	32	-0.1	5	24	-1
CN(C)C(=O)Cn1cnc2c(cnn2-c2ccc(F)cc2)c1=O	-8	-1.9	10	-2	0.1	2	4	5
CN(C)/C=N/c1nc(-c2ccc3c(c2)OCO3)cs1	1	-0.8	-1	-39	0.0	·	-172	11
C[C@H]1CN([C@@H](C)CO)C(=O)c2cc(-c3ccncc3)cnc2O[C@H]1CN(C)C(=O)c1ccncc1	-6	-1.7	2	-5	0.0	-5	·	7

SMILES	DENV2 CPE rescue	CFTR F508del cor	ERp5 block	EWS-Fli block	XiGFP reactiv	ARNT TACC3 PPI	PAX8 inh HTS	INS-1E GSIS act
COc1cccc(-c2cnc3c(c2)C(=O)N([C@H](C)CO)C[C@H](C)[C@H](CN(C)S(=O)(=O)c2ccc(C#N)cc2)O3)c1	2	2.8	2	-6	-0.8	-2	·	-24
Cc1noc(C)c1NC(=O)N(C)C[C@@H]1OCCCC[C@H](C)Oc2ccc(NS(=O)(=O)c3ccc(F)cc3)cc2C(=O)N([C@H](C)CO)C[C@@H]1C	-1	-3.3	2	-6	0.4	-8	-10	13
N=c1oc2cc(O)ccc2cc1C(=O)Nc1ccc(Cl)cc1	1	-0.3	-3	-80	-0.1	-26	-146	4
C[C@@H]1CN([C@@H](C)CO)C(=O)Cc2cc(NC(=O)Nc3cccc4ccccc34)ccc2O[C@H]1CN(C)S(=O)(=O)c1cn(C)cn1	4	1.5	-2	6	0.1	·	13	-17
C[C@@H]1CN([C@H](C)CO)S(=O)(=O)c2ccc(/C=C/c3ccccc3)cc2O[C@@H]1CN(C)C(=O)Nc1ccc(F)cc1	-7	-2.6	2	-3	-0.8	3	·	0
C[C@@H]1CCCCO[C@@H](CN(C)Cc2ccc(C(F)(F)F)cc2)[C@@H](C)CN([C@@H](C)CO)C(=O)c2cc(NC(=O)Nc3cccc4ccccc34)ccc2O1	?	-0.7	·	10	0.2	5	7	-19
Cn1cnc2cc(NCc3cccs3)ccc21	?	-4.8	8	-21	0.4	0	-54	·
C/C(N=Nc1nc2ccccc2s1)=N\Nc1ccccc1O	-4	-1.7	5	1	0.0	-2	-4	21
Cc1cccc(NC(=O)Nc2ccc3c(c2)C(=O)N(C)[C@@H]2CC[C@@H](CC(=O)NCc4ccccc4Cl)O[C@@H]2CO3)c1	-6	1.6	3	8	0.3	-6	45	-7
Cc1ccc(C)c2[nH]c(=O)c(CCNC(=O)c3ccco3)cc12	·	·	·	·	0.0	-5	-4	21
C[C@H](CO)N1C[C@H](C)[C@H](CN(C)S(=O)(=O)c2ccccc2)Oc2ccc(NC(=O)CCN3CCOCC3)cc2CC1=O	-2	0.4	2	-2	0.0	-3	-14	6
CCOc1ccc(-c2nnc3ccc(SCC(=O)N4CCN(c5ccccc5)CC4)nn23)cc1	?	-0.4	-4	5	-0.1	-8	0	16
Cc1ccccc1NP(=O)(c1ccccc1)c1nc2ccccc2s1 (stereo not drawn)	5	-5.6	-2	3	-0.1	-13	4	6
CCN1[C@@H]2c3ccc(/C=C/c4ccccc4)c(=O)n3C[C@H]1[C@H](CO)[C@H]2C(=O)N1CCOCC1	-4	0.1	0	-4	0.0	-3	-6	1
CO[C@H]1CN(C)C(=O)c2cc(NS(=O)(=O)c3ccc(C)cc3)ccc2OC[C@@H](C)N(Cc2nccs2)C[C@@H]1C	-6	1.5	-1	15	0.0	18	12	-21

SMILES	DENV2 CPE rescue	CFTR F508del cor	ERp5 block	EWS-Fli block	XiGFP reactiv	ARNT TACC3 PPI	PAX8 inh HTS	INS-1E GSIS act
CC(NC(=O)Nc1ccc(Cl)c(Cl)c1)C(c1ccccc1)N1CCOCC1 (stereo not drawn)	·	3.1	3	-7	0.5	16	23	-19
COc1cccc(NC(=O)N(C)C[C@@H]2Oc3ncc(C#Cc4cccnc4)cc3C(=O)N([C@@H](C)CO)C[C@H]2C)c1	11	-1.3	0	8	1.0	1	-4	11
O=C(c1ccco1)N1CCN(C(=O)c2cc(=O)[nH]c3ccccc23)CC1	5	-3.9	-2	-3	0.0	-4	1	2
CN1C(=O)c2cc(NC(=O)c3cnccn3)ccc2OC[C@@H]2O[C@H](CC(=O)NCC3CC3)CC[C@@H]21	-6	-0.1	3	-3	0.0	·	-21	2
CC(=O)c1ccc(NC(=S)N2CC(C)CC(C)C2)cc1 (stereo not drawn)	-3	·	-4	0	-0.1	-10	-1	·
CCN(CC)c1ccc(/C=C2\C(=O)c3ccc(C(=O)O)cc3C2=O)cc1	·	·	·	-16	0.3	-62	-8	-34
COCC(=O)Nc1ccc2c(c1)C(=O)N(C)[C@@H]1CC[C@H](CC(=O)N3CCc4ccccc4C3)O[C@@H]1CO2	5	-1.9	3	-11	0.0	-1	-1	-1
CC1(Oc2cccc(F)c2)CCN(Cc2csc3ccccc23)C1 (stereo not drawn)	?	0.7	-2	-2	0.0	·	-1	-35
COc1ccccc1CCNC(=O)c1ccc(NC(=O)CC2SC(N3CCCC3)=NC2=O)cc1 (stereo not drawn)	1	-2.1	-4	6	0.0	7	14	-18
NCC(=O)NCC(=O)OCc1ccccc1	5	-0.3	3	1	0.1	-3	-2	5
C/C=C/c1ccc2c(c1)O[C@@H](CN(C)Cc1ccc(F)cc1)[C@H](C)CN([C@H](C)CO)S2(=O)=O	?	4.6	0	37	-0.3	-2	·	-15
N#C[C@@H]1[C@@H](c2ccc(-c3ccncc3)cc2)[C@@H](CO)N1C(=O)C1CCCCC1	1	1.7	1	4	-0.1	9	10	6
COc1ccc(Cl)cc1NC(=O)c1cnccn1	18	0.1	2	5	0.1	-6	29	·
COc1ccc(CCN(C)C(=O)C2CCCN(C3CCN(Cc4ccccc4)CC3)C2)cc1OC (stereo not drawn)	-4	1.9	1	5	0.1	-1	-3	33
O=C(Nc1ccc(Cl)cc1)c1nc[nH]c1C(=O)N1CCc2ccccc2C1	-2	-2.2	4	-2	0.0	-4	-19	-4

SMILES	DENV2 CPE rescue	CFTR F508del cor	ERp5 block	EWS-Fli block	XiGFP reactiv	ARNT TACC3 PPI	PAX8 inh HTS	INS-1E GSIS act
C[C@H](CO)N1C[C@H](C)[C@H](CN(C)Cc2cncnc2)Oc2cc(-c3ccccc3F)ccc2S1(=O)=O	-2	-4.5	-3	-5	0.0	3	·	4
Cc1ccc(SCC(=O)OCC(=O)NC(C)c2ccc(Br)cc2)cc1 (stereo not drawn)	-3	3.6	5	·	0.0	-8	0	7
CC1(C(=O)NCCN2CCOCC2)C=CC2(CCCCC2)N1C(=O)c1ccccc1 (stereo not drawn)	-8	0.2	11	-50	0.0	-1	-34	5
COCC(=O)Nc1ccc2c(c1)C(=O)N(C)[C@@H]1CC[C@H](CC(=O)O)O[C@H]1CO2	9	-2.6	·	-4	0.2	5	16	12
C/C(=N\NC(=O)c1ccc2c(c1)OCO2)c1ccc(NC(=O)CCCC(=O)O)cc1	1	-3.7	0	-16	0.2	24	-24	1
C/C(=C\CCC1(C)C2CC3C(C2)C31C)C(=O)O (stereo not drawn)	4	-3.9	0	-1	·	4	·	7
O=C(NCCc1cn[nH]c1)C1CCC(=O)N(CCc2cccc(F)c2)C1 (stereo not drawn)	-1	-0.9	1	-8	0.3	2	-1	-2
Cc1c(CN(C)C(=O)c2ccc(Br)o2)cnn1C	·	·	0	·	·	-2	-1	14
CCCCn1nc(C(=O)Nc2ccc(S(=O)(=O)Nc3ncccn3)cc2)c2ccccc2c1=O	3	·	3	12	0.1	-5	-2	19
CCOC(=O)N1CCN(C(=O)Nc2ccccc2Cl)CC1	0	-0.1	3	6	·	3	·	-1
CO[C@H]1CN(C)C(=O)c2cc(NC(=O)C3CC3)ccc2OC[C@@H](C)N(Cc2cc(F)ccc2F)C[C@@H]1C	-15	2.1	4	-12	0.1	1	24	-10
COc1cccc(OC)c1C(=O)Nc1ccccc1NC(=O)c1c(OC)cccc1OC	-8	-1.5	5	-3	0.0	-21	4	-10
C[n+]1cn(Cc2ccc(C#N)cc2)c2ccccc21	-3	-2.0	1	12	0.0	-12	29	12
C[C@@H]1CCCCO[C@H](CN(C)C(=O)Nc2ccc3c(c2)OCO3)[C@@H](C)CN([C@H](C)CO)C(=O)c2cc(NS(C)(=O)=O)ccc2O1	-6	-1.8	3	4	-0.3	0	·	-1
Cc1ccccc1S(=O)(=O)N1CCCCN2[C@H](C1)[C@@H](c1ccc(-c3cccnc3)cc1)[C@@H]2CO	-6	0.8	5	-13	-0.1	7	-11	-2

SMILES	DENV2 CPE rescue	CFTR F508del cor	ERp5 block	EWS-Fli block	XiGFP reactiv	ARNT TACC3 PPI	PAX8 inh HTS	INS-1E GSIS act
COc1ccc(C(CNC(=O)CNC(=O)c2ccccc2Cl)N2CCCC2)cc1 (stereo not drawn)	-1	-1.8	1	-8	0.0	6	-30	1
C1=CCC(CN2CCN(C3CCCCCC3)CC2)CC1 (stereo not drawn)	9	0.5	2	-2	0.3	-3	-11	1
CCOCCCNC(=O)C1CCN(S(=O)(=O)c2ccc3nc4c(c(C(=O)O)c3c2)CCCCC4)CC1	-3	-0.6	-1	·	0.0	-17	10	4
N#Cc1ccc(C(=O)Nc2ccc([N+](=O)[O-])cc2)c(F)c1	1	-1.1	-5	-19	0.0	1	27	14
CCCCC(=O)Nc1cc(C)c(NC(=O)c2ccco2)cn1	3	-0.4	-2	3	0.0	8	-8	-3
